KCNH2 WT inh: inhibitors of human wildtype KCNH2 potassium channel. Q12809. U2OS, BacMam KCNH2, thallium flux FluxOr; active compounds read low. activity change, % at 1.84 µM. hit rate 0.37% among 340,000. AID 720551;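 active = maximum activity change below -70%; inconclusive = maximum activity change between -70% and -50%; inactive = maximum activity change above -50%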; note: % is set by controls: 0 for no effect and ±100 for the full control effect
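U2OS cells were transduced with wild-type KCNH2 virus (2.03 x 10^8 / mL) for 4 h at room temperature, then cultured overnight at 37 C. Thallium flux was read with FluxOr dye. Rate constants were normalized to DMSO controls.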
Integrin act MD: integrin-mediated muscular dystrophy alleviation activation; alpha7betagal myoblasts, beta-gal FDG fluorescence, 48 h; Potency, µM (titrated, usually from 38.3 µM), for inactives: at the top dose activation, hits mostly activators; hit rate 0.064% among 350,000; AID 624291;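 note: potency is the fitted concentration of half-maximal effect; 100% = response of the positive control SU9516; nearly all actives have a fitted effect of over 60% in size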
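alpha7betagal+/- myoblasts (passage 13, 250/well) treated 48 h at 37C with compounds at 1:260 dilution of DMSO stock. Lysed, then beta-galactosidase activity read as FDG fluorescence (ex 480/em 540) after 30 min, with pre-read for autofluorescence.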
KCNH2 3.1 inh: KCNH2 3.1 (human) potassium channel inhibition. U2OS KCNH2 3.1, thallium flux FluxOr; active compounds read low. AID 720553. hit rate 0.95% among 340,000. activity change, % (tested at about 1.8 µM);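 active = maximum activity change below -70%; inconclusive = maximum activity change from -70% to -50%; inactive = maximum activity change above -50%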;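 note: thallium influx rate constant from kinetic fluorescence after stimulation buffer; % is set by controls: 0 for no effect and ±100 for the full control effect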
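Measured as rate of thallium-driven FluxOr signal in transduced U2OS cells carrying the 3.1 channel, read kinetically for 2 min upon stimulation; values are rate constants scaled to DMSO control wells.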
TRPV1 agonist: human TRPV1 agonism; activation, % at 8.33 µM; hit rate 0.19% among 320,000; TRPV1-expressing cells, Fluo-8 calcium influx, agonist mode; AID 540275; Q8NER1; in the data active = activation above about 80%; inconclusive = between about 30% and that limit; note: 0% is about no effect
Target sequence (Q8NER1 whole entry, looked up): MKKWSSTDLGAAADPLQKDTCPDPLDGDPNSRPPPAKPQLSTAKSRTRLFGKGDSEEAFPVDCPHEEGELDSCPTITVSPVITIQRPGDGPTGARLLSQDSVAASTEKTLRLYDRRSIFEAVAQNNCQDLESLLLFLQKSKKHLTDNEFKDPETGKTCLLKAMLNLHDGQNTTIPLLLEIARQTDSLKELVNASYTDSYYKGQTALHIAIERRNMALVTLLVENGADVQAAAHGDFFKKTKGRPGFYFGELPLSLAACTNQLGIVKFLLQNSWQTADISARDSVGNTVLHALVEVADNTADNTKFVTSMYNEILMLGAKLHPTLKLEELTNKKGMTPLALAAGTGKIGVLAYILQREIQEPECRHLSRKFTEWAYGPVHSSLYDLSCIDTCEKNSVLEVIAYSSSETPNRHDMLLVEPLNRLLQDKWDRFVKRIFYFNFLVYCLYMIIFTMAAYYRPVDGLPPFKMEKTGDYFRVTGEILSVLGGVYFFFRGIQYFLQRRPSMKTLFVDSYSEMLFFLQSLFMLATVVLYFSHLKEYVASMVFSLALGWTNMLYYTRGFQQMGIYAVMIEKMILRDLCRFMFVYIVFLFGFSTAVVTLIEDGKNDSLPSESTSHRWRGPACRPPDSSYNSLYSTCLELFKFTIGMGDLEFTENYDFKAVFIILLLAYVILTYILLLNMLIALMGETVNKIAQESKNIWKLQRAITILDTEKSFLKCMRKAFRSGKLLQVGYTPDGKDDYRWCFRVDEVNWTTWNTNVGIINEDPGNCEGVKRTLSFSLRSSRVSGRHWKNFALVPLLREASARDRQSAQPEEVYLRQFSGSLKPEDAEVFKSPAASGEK
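TRPV1-expressing cells were cultured overnight at 35.5C and loaded with Fluo-8 calcium dye for 40 to 90 min at room temperature. After a 10 s baseline, compound was added and calcium influx was read kinetically for 3 min (ex 480/em 520 nm).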
MLL CXXC-DNA inh: MLL CXXC-DNA interaction inhibition | hit rate 0.037% among 290,000 | Potency, µM (doses to about 115 µM), inactives show top-dose activity change, negative = inhibition, hits mostly inhibitors | MLL-CXXC / FITC-HOXA9 DNA fluorescence polarization; active = well fitted inhibition curve with a large enough effect in the polarisation, with a control signal flat, not every such curve was filed as active; inconclusive = small, poorly fitted or top-dose-only effect, or effect the other way, or a change in a side signal; inactive = no such curve, though single readings can be large or run the other way; the % refers to the polarisation; note: potency is the fitted concentration of half-maximal effect
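Purified MLL-CXXC (added from a 7 uM solution) was preincubated 5 min at ambient with pinned compounds in 50 mM Tris-HCl pH 7.5, 50 mM NaCl, 1 mM DTT, 0.05% BSA. Fluorescein-labeled HOX-A9 DNA (50 nM solution) followed, 30 min, then polarization read.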
AT treatment: potential ataxia-telangiectasia treatments restoring KAP-1 phosphorylation. hit rate 0.19% among 320,000. Potency, µM (series often up to 57.5 µM), without a hit: at the top dose activation, actives largely listed as activators. […] A-T fibroblasts, KAP-1 phosphorylation AlphaLISA; neocarzinostatin DNA damage 30 min before lysis; note: potency is the fitted concentration of half-maximal effect; % of control where 0% means no effect; nearly all actives have a fitted effect of over 45% in size
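ATM-like activity read as KAP-1 phosphorylation via AlphaLISA donor/acceptor antibody pairs after lysis and 6 hr at 25C. Cells were ATM-null patient fibroblasts ([…], hTERT), dosed 60 min, then exposed to the DSB inducer NCS for 30 min.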
MBNL1 CUG block: MBNL1-poly(CUG) RNA binding inhibition | hit rate 0.036% among 280,000 | Potency, µM (doses to about 57.5 µM), inactives show at the highest dose activity change, negative = inhibition, most hits filed as inhibitors | Q9NR56 | TR-FRET MBNL1-His/biotin-(CUG)12 binding, 665/545 ratio; active = well fitted inhibition curve with a large enough effect in the signal ratio, with a control signal flat, not every such curve was filed as active; inconclusive = small, poorly fitted or top-dose-only effect, or effect the other way, or a change in a side signal; inactive = no such curve, though single readings can be large or run the other way; the % refers to the signal ratio; note: potency is the fitted concentration of half-maximal effect; % is set by controls: 0 for no effect and ±100 for the full control effect
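TR-FRET readout: Ex 340 nm, 665/545 nm emission ratio, normalized to buffer-only (basal) and MBNL1-(CUG)12 controls. Complex of MBNL1-His with Biotin-(CUG)12, compounds 92 nM–58 uM, incubated 60 min at room temperature.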
Coupling enz: coupling enzyme interference in Giardia aldolase counter-screen | coupling enzyme system counterscreen, AmpLite Red fluorescence | activity change, negative = inhibition, % at 58.2 µM, hits read low | AID 2472 | hit rate 0.67% among 290,000; in the data active = activity change below about -30%; note: % is set by controls: 0 for no effect and ±100 for the full control effect
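Counterscreen of the coupled detection system alone, without aldolase: glyceraldehyde-3-phosphate coupling enzymes plus AmpLite Red readout. Compounds at 57.5 uM final, 10 min RT preincubation, 20 min RT reaction, fluorescence 525/598 nm.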
ASM inhibitor: inhibitors of human secretory acid sphingomyelinase | hit rate 0.006% among 340,000 | placental ASM, HMU-PC fluorogenic substrate, 60 min | Potency, µM (series often up to 57.5 µM), without a hit: at the highest dose activity change, negative = inhibition, hits mostly inhibitors; note: potency is the fitted concentration of half-maximal effect
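Fluorogenic HMU-PC substrate (9 uM final) is turned over by placental ASM in 60 min at 37 C after a 10 min compound preincubation. Reaction ended by alkaline stop (pH 10), with fluorescence read at 386/447 nm.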
GALK inh: blocks human galactokinase activity | P51570 | Purified GALK, Kinase-Glo residual ATP luminescence | Potency, µM (top dose mostly 57.5 µM), inactives show at the highest dose activity change, negative = inhibition, hits mostly inhibitors | hit rate 0.007% among 270,000; note: potency is the fitted concentration of half-maximal effect; % is set by controls: 0 for no effect and ±100 for the full control effect
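Luminescence from leftover ATP (Ultra-Glo luciferase/luciferin) served as read-out after a 1 h room-temperature reaction of 5 nM GALK with 35 uM ATP and 100 uM galactose.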
An asterisk follows results filed as active; i = inactive; u = inconclusive; x = no result given; [ ] = remark or other dose. Unless noted, calls come from the whole dose curve; as a rule, active = well fitted curve in the direction sought with a large enough effect; inconclusive = small, poorly fitted or top-dose-only effect, or another doubt; inactive = no such curve, though single readings can be large; an effect the other way counts as inactive or inconclusive.

smiles	KCNH2 WT inh	Integrin act MD	KCNH2 3.1 inh	TRPV1 agonist	MLL CXXC-DNA inh	AT treatment	MBNL1 CUG block	Coupling enz	ASM inhibitor	GALK inh
Cc1sc2nc(SCC(=O)O)[nH]c(=O)c2c1C	-14	38%	12	-2	-8%	6%	-3%	6	6%	8%
CCc1ccccc1OCC(=O)OCC(=O)Nc1cc(C)on1	2	28%	5	4	x	0%	x	x	4%	x
Cc1cccn2c(=O)c3cc(C(=O)NCCCOC(C)C)sc3nc12	-6	-12%	-11	1	36%[activator]	13%	u	0	i	-1%
O=S(=O)(NCc1ccc2c(c1)OCO2)c1ccccc1F	-50	-14%	-4	5	-16%	10%	4%	1	-2%	0%
COc1ccc(Cl)cc1NC(=O)CN1CCC(n2nnc3ccccc32)CC1	-7	-18%	-8	3	-10%	-4%	-10%	-4	2%	-2%
O=C(CN1C(=O)S/C(=C\c2cc(Cl)c(O)c(Cl)c2)C1=O)Nc1ccccc1	-2	9%	5	-1	0%	-14%	7%	13	-1%	-20%
Cn1c(=O)n(CCc2ccccc2)c2ccccc21	0	u	7	8	2%	-3%	2%	0	-2%	-6%
Cc1onc(-c2c(F)cccc2Cl)c1C(=O)OCn1nnc2ccccc2c1=O	0	-20%	-5	12	-16%	-1%	13%	3	-4%	-2%
N=c1c(C(=O)NC2CCCCC2)cc2c(=O)n3ccccc3nc2n1CCc1ccccc1	u	10%	-79*	13	-5%	3%	u	0	x	0%
CN(c1ccc(-c2csc(NC(=O)C3CC(=O)N(Cc4ccco4)C3)n2)cc1)S(C)(=O)=O (stereo not given)	2	-18%	-10	1	x	-14%	x	x	0%	x
COc1ccc(CCN(C)C(=O)COc2ccc(C(=O)c3ccccc3)cc2)cc1OC	-2	-6%	-9	5	x	1%	x	x	x	x
CC(NC(=O)Nc1ccc(Cl)c(Cl)c1)C(c1ccccc1)N1CCOCC1 (stereo not given)	0	u	21	u	9%	3%	-12%	-6	0%	-3%
Nc1n[nH]c(C2CCCCC2)n1	-2	-12%	3	1	13%	0%	6%	5	3%	-1%
COc1ccccc1N1CCN(c2nc(C)cc(C)c2C#N)CC1	3	-16%	-4	8	0%	11%	-1%	4	-3%	0%
COCc1[nH][nH]c(=O)c1C=Nc1ccc(Cl)cc1	-16	17%	8	-3	0%	-1%	4%	0	5%	-2%
Cc1ccccc1C1CC(c2ccccc2)Nc2ncnn21 (stereo not given)	-5	-2%	-1	0	-8%	13%	-5%	-11	3%	1%
CC1CCc2nc(NC(=O)CN3CCOCC3)sc2C1 (stereo not given)	-11	12%	25	5	-3%	4%	-6%	3	2%	0%
CC(=O)c1sc(N/N=C2\CC3CCC2(C)C3(C)C)nc1C (stereo not given)	-3	35%	2	-1	-5%	6%	u	3	4%	1%
CCOCCCNC(=S)Nc1ccc(S(N)(=O)=O)cc1	-30	-10%	x	-5	-8%	x	x	6	3%	1%
COc1ccc(NC(=O)c2sc3nc(C)cc(C)c3c2N)cc1	-8	2%	-18	-1	13%	-1%	40%[activator]	1	336%	4%
CC1(C)N=C(N)N=C(N)N1c1ccc(Oc2ccc(Cl)cc2)c(Cl)c1	-7	-11%	-11	2	13%	-10%	-9%	-1	-4%	-1%
CCCCOc1ccc(C(=O)NCCC(=O)NCCCC(=O)OCC)cc1	-2	-24%	4	9	1%	3%	-11%	1	0%	1%
Cc1cc(Cl)c2c(c1)[C@]1(C(=O)N2)[C@@H]2C(=O)N(Cc3ccccc3)C(=O)[C@@H]2[C@@H]2CCCN21	-3	25%	-1	-4	0%	27%	-6%	-19	-5%	2%
Cc1cc(C)c(S(=O)(=O)N2CCCCC2CCNC(=O)C(=O)NCC2CCCO2)c(C)c1 (stereo not given)	2	16%	-6	29	x	8%	x	x	-4%	x
CC(=O)c1cc(-c2ccccc2)n(CC(=O)NC(C)(C)C)c1C	-1	14%	6	-2	2%	0%	-11%	1	5%	3%
CC(=O)c1ccc(N2CCN(C(=O)CCS(=O)(=O)c3ccc4c(c3)CCN4C(C)=O)CC2)cc1	-5	21%	20	-4	5%	u	-2%	x	5%	-4%
CC(=O)Nc1ccc(S(=O)(=O)N(C)CC(=O)OCC(=O)Nc2ccc3c(c2)OCO3)cc1	2	-14%	9	-3	-5%	1%	x	6	5%	0%
COc1cc(/C=C/C(=O)OCC(=O)NC(=O)NC(C)(C)C)ccc1OCC#N	0	-21%	-1	0	-2%	11%	u	-7	0%	0%
Cn1c(SCC(=O)Nc2nccs2)nnc1-c1ccc(S(=O)(=O)N2CCCC2)cc1	-5	-24%[7.66 µM]	x	-3	-11%	x	-12%	0	0%	-1%
COc1ccccc1NC(=O)NNC(=O)COc1ccc2ccccc2c1	3	u	-13	-1	3%	2%	6%	x	-3%	-7%
CCOc1ccccc1NC(=O)C(=O)N/N=C/c1ccc([N+](=O)[O-])cc1	-11	21%	9	-3	-13%	-1%	0%	0	-3%	4%
O=C(CSc1ncnc2c1nnn2Cc1ccc(F)cc1)NC1CCCCC1	2	-9%	-13	-2	-1%	5%	-2%	0	1%	0%
COc1ccc(/C=N/Nc2ncc(C(F)(F)F)cc2Cl)c(OC)c1OC	6	17%	-2	-9	3%	5%	-10%	1	5%	1%
C=CCNC(=O)COC(=O)c1ccc(C)c(NC(=O)c2ccco2)c1	3	27%	10	0	-8%	-5%	2%	-1	-2%	-1%
COc1ccc(NC(=O)CSc2nnc(CN3CCOCC3)n2C)cc1Cl	17	0%	14	x	x	x	x	x	-7%	x
COC(=O)C1CC(O)CN1C(=O)Nc1ccccc1 (stereo not given)	5	4%	-8	2	-3%	-1%	-11%	-3	8%	-2%
CC(C)CCNC(=O)C1CCN(Cc2cccc(OCc3ccccc3)c2)CC1	-14	-65%[inhibitor]	3	92*	21%	4%	-4%	0	7%	-3%
CC(C)CCN1NC2(CCC(C)CC2)NC1=S (stereo not given)	-6	-1%	9	24	11%	-1%	-2%	1	5%	1%
O=C(NC1CCCC1)c1ccc(COCC(F)(F)C(F)F)o1	-35	-8%	-1	-2	1%	x	1%	1	3%	0%
O=C(CSc1nccc(=O)[nH]1)NC1CCCCCCC1	2	18%	30	x	x	0%	x	x	0%	x
Cc1ccccc1N(CC(=O)NC1CCCCC1)C(=O)CCC(=O)Nc1nccs1	-3	-16%	-9	2	5%	6%	-3%	-1	6%	0%
Cn1c(=O)c2c(nc(N3CCCCCC3)n2CC(O)COc2ccc(Cl)cc2)n(C)c1=O (stereo not given)	15	9%	10	3	3%	-4%	-2%	1	-26%	3%
COC(=O)c1ccc(NC(=O)Cn2nc(-c3ccncc3)nc2SCC(=O)Nc2nccs2)cc1	16	18%	3	x	50%[activator]	2%	-12%	0	7%	-4%
COc1ccc(S(=O)(=O)N(C)c2ccc(OCC(=O)Nc3cc(C)on3)cc2)cc1	7	-14%	-22	0	5%	0%	-2%	4	2%	6%
Cc1ccc(S(=O)(=O)NC(=S)NC2CCCCC2)cc1	-2	-26%	3	-1	19%	2%	0%	6	4%	1%
Cn1cc(CN2CCN(CCc3ccccc3)C(CCO)C2)cn1 (stereo not given)	22	-35%	14	0	-1%	4%	10%	0	4%	0%
CCOc1ccc(-c2nc(S(=O)(=O)c3ccccc3)c(N3CCC(C(N)=O)CC3)o2)cc1	-9	-7%	-2	14	1%	-14%	-2%	x	4%	-2%
N=c1c2c(-c3ccccc3)c(-c3ccccc3)n(Cc3ccccc3)c2ncn1CCCn1ccnc1	-7	-54%[inhibitor]	-22	0	83%[activator]	u	-3%	2	0%	2%
Cc1ccc(-c2ccc3nnc(SCC(=O)NCC4CCCO4)n3n2)cc1 (stereo not given)	-6	5%	0	0	5%	-6%	u	-5	1%	-1%
COc1cccc(CNC(=O)CCCC(=O)Nc2cccc([N+](=O)[O-])c2)c1	4	2%	-5	-1	9%	1%	u	-2	2%	0%
COc1ccc(-c2cn(Cc3ccc([N+](=O)[O-])cc3)nn2)cc1	4	34%	-4	4	3%	4%	u	2	-1%	x
O=C(CCCCN1CCCCC1)c1ccc2c(c1)Cc1ccccc1-2	3	u	-5	8	-6%	-1%	x	1	2%	1%
CCn1c(C)c(P(c2ccccc2)c2ccccc2)[n+]2ccccc12	0	-57%[inhibitor]	-15	1	-9%	11%	-3%	5	4%	0%
COc1ccc(NC(=O)C2CCN(S(=O)(=O)c3ccc4c(c3)CC(C)N4C(C)=O)CC2)c(OC)c1 (stereo not given)	-7	0%	-7	-1	26%	4%	-6%	3	1%	-1%

High-throughput results as filed in PubChem.
